APJ ag = activates the human apelin receptor APJ | AID 2520 | CHO-K1 APJ PathHunter beta-arrestin, luminescence; 0% DMSO wells, 100% apelin | activation, % at 20 µM | P35414 | 330,000 compounds, 0.11% hits;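 active = activation more than six SD over the plate average, tested at 20 µM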;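 also: 0% = DMSO alone and 100% = apelin-13 at 10 nM; some results filed as inactive read as strong as hits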
Target sequence (P35414 whole entry, looked up): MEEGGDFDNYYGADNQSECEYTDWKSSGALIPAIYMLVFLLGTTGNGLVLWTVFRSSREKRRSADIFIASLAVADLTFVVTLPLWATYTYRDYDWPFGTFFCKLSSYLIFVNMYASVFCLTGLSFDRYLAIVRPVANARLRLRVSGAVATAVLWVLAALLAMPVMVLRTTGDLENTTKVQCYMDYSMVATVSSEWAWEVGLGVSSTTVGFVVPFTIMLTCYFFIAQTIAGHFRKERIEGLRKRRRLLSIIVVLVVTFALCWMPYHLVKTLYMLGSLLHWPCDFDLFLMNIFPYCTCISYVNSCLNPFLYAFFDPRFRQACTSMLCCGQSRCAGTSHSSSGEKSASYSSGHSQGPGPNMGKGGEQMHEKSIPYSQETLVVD
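Test system: CHO-K1 APJ beta-arrestin complementation cell line | Compound: Single test compound dose, 20 µM final, 1% DMSO | Incubation: Compound 90 min 25 °C, reagent 1 h | Measured by: beta-gal luminescence | Read-out basis: APJ–arrestin association signal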
APJ antagonist = blocks the human apelin receptor APJ; inhibition, % at 20 µM; 330,000 compounds, 0.32% hits; P35414; AID 2521; CHO-K1 APJ beta-arrestin complementation, luminescence;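 active = inhibition above about 40% at 20 µM, limit read from the data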;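 also: cells challenged with 10 nM apelin-13 agonist together with compound; plate controls were apelin-13 plus DMSO wells for no effect and DMSO wells lacking apelin-13 for full effect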
UPR XBP1 act = activators of adaptive arm of unfolded protein response (XBP1) | CHO-XBP1 luciferase reporter, IRE1-XBP1 UPR activation, luminescence; percent of tunicamycin response, DMSO as zero | activation, % at 20 µM | 330,000 compounds, 0.33% hits;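 active = versus positive control, 20 µM dose yields 30% or more activation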;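 also: 100% = tunicamycin at 10 µg/mL and 0% = DMSO only wells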
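Test system: CHO-XBP1 luciferase reporter cells | Buffer or medium: Serum-containing F12 medium, 10% FBS | Schedule: 6 h compound exposure at 37 °C, 5% CO2 | Detection: Steady-Glo luciferase glow luminescence, 10 min after reagent addition | Read-out basis: Activation, % of tunicamycin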
CXCR6 block = CXCR6 (human) receptor inhibition; O00574; CHO-K1 PathHunter CXCR6 beta-arrestin, luminescence; inhibition, % at 20 µM; 360,000 compounds, 0.36% hits; AID 602244; in the data active = inhibition above about 34%, passing the limit was not always enough;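 also: antagonist mode with CXCL16 agonist at 10 nM final; 0% = 10 nM CXCL16 with DMSO and 100% = unstimulated wells without agonist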
Target sequence (O00574 whole entry, looked up): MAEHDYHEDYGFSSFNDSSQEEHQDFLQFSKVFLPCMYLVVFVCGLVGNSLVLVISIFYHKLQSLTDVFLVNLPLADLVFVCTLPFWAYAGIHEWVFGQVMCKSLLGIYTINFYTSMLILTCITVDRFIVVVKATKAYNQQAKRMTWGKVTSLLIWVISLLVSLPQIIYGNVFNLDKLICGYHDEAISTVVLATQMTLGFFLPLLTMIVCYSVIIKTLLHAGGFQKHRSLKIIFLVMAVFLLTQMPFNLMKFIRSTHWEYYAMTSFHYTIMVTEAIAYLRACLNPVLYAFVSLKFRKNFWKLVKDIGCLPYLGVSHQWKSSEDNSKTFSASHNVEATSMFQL
tim10-1 inh = growth inhibitors of tim10-1 mutant yeast; 330,000 compounds, 2.2% hits; AID 463190; S. cerevisiae tim10-1 ts strain growth, BacTiter-Glo, 24 h; inhibition, % at 20 µM;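 active = inhibition of at least 40%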;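 also: mutant grown at 25 °C; 0% = DMSO wells with yeast and 100% = wells holding no yeast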
tim23-1 inh = growth inhibitors of tim23-1 mutant yeast; S. cerevisiae tim23-1 growth, BacTiter-Glo luminescence, 24 h; inhibition, % at 20 µM; 330,000 compounds, 1.3% hits; AID 463212;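 active = growth inhibition of the mutant yeast at or above 50%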;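 also: temperature-sensitive mutant grown at 25 °C; plate controls were DMSO-treated mutant yeast for no effect and medium wells lacking yeast for full effect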
CHOP UPR activ = activators of apoptotic arm of unfolded protein response (CHOP); activation, % at 10 µM; 330,000 compounds, 0.34% hits; CHO-CHOP luciferase reporter, UPR activation, luminescence; percent of tunicamycin response over DMSO baseline;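 active = at 10 µM dose, activation of 40% or more, normalized to positive control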;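 also: 100% = tunicamycin at 10 µg/mL and 0% = DMSO alone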
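assay system = CHO CHOP reporter cells | amount = 500 CHO-CHOP cells per well | buffer or medium = F12 with 10% FBS | incubation = 16-18 h cell attachment, then 6 h compound exposure, 37 °C | detection = luminescence read with Steady-Glo | read-out = percent activation relative to tunicamycin control | controls = tunicamycin high control, DMSO low control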
TIM10 inh = TIM10 yeast growth inhibition; S. cerevisiae TIM10 strain growth, BacTiter-Glo luminescence, 24 h; inhibition, % at 10 µM; 330,000 compounds, 1.4% hits; AID 463195;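 active = inhibition of 40% or more at the single tested concentration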;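 also: wild-type TIM10 isogenic control strain grown at permissive 25 °C; 0% = DMSO yeast wells and 100% = minimal medium wells without yeast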
Mdm2 MdmX PPI = disrupts the human Mdm2-MdmX interaction; AID 485346; inhibition, % at 8 µM; O15151+Q00987; 330,000 compounds, 3% hits; SaOS-2 split-luciferase Mdm2/MdmX complementation, luminescence;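 active = inhibition of at least 50% at 8 µM in the primary screen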
Active calls of the source: *; / = no result given. A portion of the library; rates above refer to the full screens.

SMILES	APJ ag	APJ antagonist	UPR XBP1 act	CXCR6 block	tim10-1 inh	tim23-1 inh	CHOP UPR activ	TIM10 inh	Mdm2 MdmX PPI
CCC(=O)Nc1nnc(SCC(=O)NCC2CCCO2)s1 (stereo not given)	0	4	1	-6	5	1	-2.0	0	-2
COc1ccc(Cl)cc1S(=O)(=O)NC(C)C(=O)NCc1ccc2c(c1)OCO2 (stereo not given)	-1	-8	-2	-6	17	11	1.1	-11	-13
O=C(COc1cccc2ccccc12)N1CCN(c2ccccc2)CC1	0	3	-1	5	15	34	0.1	2	-10
CCNc1nc(NC(C)C)nc(NS(=O)(=O)c2ccc(C)cc2)n1	1	-2	-3	-8	-5	8	-0.4	5	6
CC(CN1CCCCC1)OC(=O)c1ccc2c(c1)OCO2 (stereo not given)	-3	10	8	10	14	11	-0.7	-6	-3
CC1(c2nnc(-c3ccc(F)cc3)o2)CC(c2c(Cl)cccc2Cl)=NO1 (stereo not given)	-4	13	0	0	-9	10	-0.6	-13	13
CC(C)(C)OC(=O)N1CCC(NC(=O)c2nc[nH]c2C(=O)N2CCN(c3ccccc3)CC2)CC1	0	-2	-1	0	-5	6	0.2	3	-25
Cc1cccc(NS(=O)(=O)c2cccc(C(=O)N3CCCCCCC3)c2)c1	-2	-50	-1	6	9	25	0.1	-8	3
Cc1cc(C)c2c(=O)[nH]c(SCC(=O)N3CCOCC3)nc2n1	-2	8	2	-3	6	8	-0.6	1	7
Cc1cccc(Oc2ccc(S(=O)(=O)N3CCCCC3)cc2NC(=O)C2=COCCO2)c1	-3	-27	-1	11	18	17	0.5	7	22
O=S(=O)(c1ccc(F)cc1)N1CCc2ccccc2C1	2	8	-4	-5	10	22	1.0	9	23
COc1ccccc1NC(=O)CSc1nc(=O)n(Cc2ccncc2)c2c1CCCC2	2	11	-3	3	-5	0	7.5	1	28
CN(CC(=O)Nc1cccc(F)c1)C(=O)CSc1ccccc1F	-2	0	-3	-7	8	6	1.2	18	1
O=C(COc1ccc(F)cc1)NNC(=O)c1cc2ccccc2oc1=O	2	15	-2	-7	-1	-1	4.5	0	1
COc1cc(-c2cc(C(=O)Nc3nc4ccccc4s3)c3ccccc3n2)cc(OC)c1OC	-2	4	3	9	28	22	6.8	16	21
CCCn1c(/C=C/c2ccco2)nc2ccccc21	-1	0	-5	3	19	9	5.7	17	11
C=CCOc1c(Br)cc(CNc2nccs2)cc1OC	-3	23	2	0	34	32	-0.9	25	3
CC12CCC(C(=O)NCc3ccc4c(c3)OCO4)(OC1=O)C2(C)C (stereo not given)	-1	5	3	5	13	18	3.5	-1	-7
CNC(=O)CSc1nnnn1-c1ccc(C)cc1C	-5	11	1	-4	1	-4	-0.7	-2	-24
NC(=O)CC(NC(=O)OCc1ccccc1)C(=O)O (stereo not given)	1	5	0	-5	-10	-4	0.3	-5	-12
CCCSc1nnc(N2C(=O)C(O)=C(C(=O)c3ccco3)C2c2ccccc2F)s1 (stereo not given)	-2	12	-1	6	4	8	1.8	-3	4
C=CCN1CCN(C(c2ccccc2)c2nnnn2CCC(C)C)CC1 (stereo not given)	-1	10	-4	10	14	13	-1.3	1	-26
COc1ccc(C(=O)N/N=C/c2c[nH]c3ccccc23)cc1	0	-11	-3	-3	-27	11	4.5	5	-4
COCCCn1c(=S)[nH]c2ccc(N3CCOCC3)cc2c1=O	1	-5	2	-6	10	-18	2.3	-10	7

An excerpt from above in order of formula weight, descending:
SMILES	APJ ag	APJ antagonist	UPR XBP1 act	CXCR6 block	tim10-1 inh	tim23-1 inh	CHOP UPR activ	TIM10 inh	Mdm2 MdmX PPI
COCCCn1c(=S)[nH]c2ccc(N3CCOCC3)cc2c1=O	1	-5	2	-6	10	-18	2.3	-10	7
COc1ccc(C(=O)N/N=C/c2c[nH]c3ccccc23)cc1	0	-11	-3	-3	-27	11	4.5	5	-4
CNC(=O)CSc1nnnn1-c1ccc(C)cc1C	-5	11	1	-4	1	-4	-0.7	-2	-24

The listing picks up with the two entries that preceded the break.
SMILES	APJ ag	APJ antagonist	UPR XBP1 act	CXCR6 block	tim10-1 inh	tim23-1 inh	CHOP UPR activ	TIM10 inh	Mdm2 MdmX PPI
COc1ccc(C(=O)N/N=C/c2c[nH]c3ccccc23)cc1	0	-11	-3	-3	-27	11	4.5	5	-4
COCCCn1c(=S)[nH]c2ccc(N3CCOCC3)cc2c1=O	1	-5	2	-6	10	-18	2.3	-10	7
COc1ccccc1OCC(=O)OCC(=O)Nc1sccc1C(N)=O	0	-41	1	-4	6	3	-1.3	-4	10
NS(=O)(=O)c1ccc(NC(=O)COC(=O)C23CC4CC(CC(C4)C2)C3)cc1	0	-1	2	-4	20	12	2.7	17	-3
O=C1Nc2ccccc2Nc2ncccc21	-5	9	1	8	-6	3	-1.7	-16	15
Cn1cc([N+](=O)[O-])c(C(=O)Nc2nc(-c3ccc(Cl)cc3)cs2)n1	1	1	5	-6	12	27	16	18	94*
O=C1CN(C(=O)/C=C/c2cc(Br)ccc2F)CCN1	1	-4	1	-3	6	5	0.7	9	-14
CCOc1ccc(N2CC(C(=O)Nc3nnc(C4CCCCC4)s3)CC2=O)cc1 (stereo not given)	-2	9	-1	-8	7	2	0.0	18	0
O=C(CNC(=O)c1cccc(Cl)c1)NCC(c1cccs1)N1CCOCC1 (stereo not given)	-2	-5	-1	-5	7	14	0.5	8	-8
COc1ccccc1CCNC(=O)CCn1c(=O)oc2ccccc21	-7	0	-1	3	8	6	2.5	-4	-5
O=C1CCCC2=C1C(c1ccc(Cl)cc1)C1C(=O)c3ccccc3C1=N2 (stereo not given)	-6	29	-1	10	23	12	3.5	12	30
COc1ccc(C(=O)N2CCC(O)(c3ccc(F)cc3)CC2)cc1OC	1	2	-2	-5	3	10	-0.4	-11	13
CN(Cc1cnccn1)Cc1c(C(=O)N2CCc3ccccc3C2)nc2ccc(Cl)cn12	1	-12	-2	-2	30	32	0.3	25	-7
CCOc1ccccc1NC(=O)C1CCCN(S(=O)(=O)c2ccccc2)C1 (stereo not given)	5	-1	-4	8	33	30	-1.1	16	21
C/C(CCC(=O)OC[C@H]1O[C@H](C#Cc2ccccc2)C=C[C@@H]1Oc1ccc(C)cc1)=N\OC[C@@H](O)[C@H]1O[C@@H]2OC(C)(C)O[C@@H]2[C@H]1O	5	7	2	/	22	28	4.8	18	6
COc1ccc(CNC(=O)c2ccc(CS(=O)(=O)Cc3ccccc3F)o2)cc1	-2	7	1	-7	2	7	1.0	-4	13
OCC1(CC2CCCCO2)CCN(Cc2nc3ccccc3[nH]2)CC1 (stereo not given)	0	-2	4	-1	7	-5	0.6	-13	16
Cc1ccc(S(=O)(=O)CCC(=O)Nc2ccc(F)cc2)cc1	0	-13	-4	-4	4	19	0.0	-3	-19
O=C(/C=C/c1ccc(Cl)cc1Cl)NCCN1CCOCC1	-4	15	1	8	5	10	1.4	-5	-8
COC(=O)C(Cc1ccccc1)NCC(=O)Nc1cccc(Cl)c1C (stereo not given)	-1	8	1	-2	17	26	1.0	9	12
CC(=O)c1ccc2c3c(cccc13)C(=O)N(CCc1ccccc1)C2=O	-2	7	4	-14	0	7	4.5	7	-105
C=CCSc1nc2sc3c(c2c(=O)n1-c1ccc(C)cc1)CCN(C)C3	2	16	-1	-1	-18	-11	-0.7	-31	0
Cc1nnc(N/N=C/c2ccccc2O)n1N	2	-68	-1	-12	3	20	1.3	7	18
CCOC(=O)c1c(C)[nH]c(C)c1C(=O)CSc1nnc(-c2ccc(OC(F)F)cc2)o1	1	4	-1	-4	-5	-6	-2.1	-8	39
C/C(CC(=O)c1ccccc1)=N\NC(=O)CC#N	-3	1	-4	-3	4	5	-0.8	-4	5
COc1ccccc1NC(=O)Cn1cnc2sc(C(=O)Nc3ccc(OC)c(OC)c3)c(C)c2c1=O	-5	27	-3	5	11	-4	-0.3	-2	14

Among those listed so far, 3 contain two or more sulfur atoms.
SMILES	APJ ag	APJ antagonist	UPR XBP1 act	CXCR6 block	tim10-1 inh	tim23-1 inh	CHOP UPR activ	TIM10 inh	Mdm2 MdmX PPI
CCC(=O)Nc1nnc(SCC(=O)NCC2CCCO2)s1 (stereo not given)	0	4	1	-6	5	1	-2.0	0	-2
CCCSc1nnc(N2C(=O)C(O)=C(C(=O)c3ccco3)C2c2ccccc2F)s1 (stereo not given)	-2	12	-1	6	4	8	1.8	-3	4
C=CCSc1nc2sc3c(c2c(=O)n1-c1ccc(C)cc1)CCN(C)C3	2	16	-1	-1	-18	-11	-0.7	-31	0

(more compounds)
SMILES	APJ ag	APJ antagonist	UPR XBP1 act	CXCR6 block	tim10-1 inh	tim23-1 inh	CHOP UPR activ	TIM10 inh	Mdm2 MdmX PPI
O=c1c(/C=N/N2CCOCC2)c(C(F)(F)F)[nH]n1-c1ccccc1	-2	24	0	-1	6	6	1.4	6	-48
CCOc1ccccc1-c1nc(-c2ccncc2)no1	1	-5	3	-4	3	-8	4.6	18	5
CCN1CCN(c2nc3ccccc3n3cnnc23)CC1	2	-4	0	4	-4	17	0.3	-25	1
O=C(NCc1ccc(Cl)cc1)C1CCN(S(=O)(=O)c2ccc(F)cc2)CC1	-2	-4	0	-3	9	6	-0.3	16	-14
COC(=O)/C=C/C(=O)N1CCN(c2ccccc2C)CC1	0	-2	1	-3	9	-3	1.1	2	4
COc1c(S(=O)(=O)NCCCN2CCOCC2)ccc(Cl)c1Cl	-3	0	-1	3	-49	-49	2.4	-45	-9
COc1cc(C2NC(=O)NC(C)=C2C(=O)OC2CCCC(C)C2)ccc1O (stereo not given)	4	3	2	-6	3	2	-0.7	-3	-8
CC(=O)Nc1ccc(NC(=O)C2CC(=O)N(c3cccc(C)c3C)C2)cc1 (stereo not given)	-3	7	1	-10	5	15	-1.0	0	8

Structures above containing a furan ring, fused or not (three):
SMILES	APJ ag	APJ antagonist	UPR XBP1 act	CXCR6 block	tim10-1 inh	tim23-1 inh	CHOP UPR activ	TIM10 inh	Mdm2 MdmX PPI
CCCn1c(/C=C/c2ccco2)nc2ccccc21	-1	0	-5	3	19	9	5.7	17	11
CCCSc1nnc(N2C(=O)C(O)=C(C(=O)c3ccco3)C2c2ccccc2F)s1 (stereo not given)	-2	12	-1	6	4	8	1.8	-3	4
COc1ccc(CNC(=O)c2ccc(CS(=O)(=O)Cc3ccccc3F)o2)cc1	-2	7	1	-7	2	7	1.0	-4	13

Screening data (PubChem)
